KDM5B inhibitor: inhibitors of human KDM5B histone demethylase; AID 1347165; 2.6% of 220,000 active; Potency, µM (series often up to 57.7 µM), inactives show at the top dose activity change, negative = inhibition, usual class: inhibitors; Q9UGL1; KDM5B demethylase, FDH-coupled NADH fluorescence (FDH is formaldehyde dehydrogenase); active = well fitted inhibition curve with a large enough effect; inconclusive = small, poorly fitted or top-dose-only effect; inactive = no such curve, though single readings can be large or run the other way; also: 0% is about no effect; nearly all actives have a fitted effect of over 70% in size
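Compound dilutions met 200 nM (final) KDM5BΔAP for 10 min at room temperature before substrate addition. The substrate mix held 12.5 µM H3K4me3 with cofactors 25 µM α-ketoglutarate and 50 µM Fe²⁺. NADH signal gain over 30 min defined activity.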
The depositor's hits bear a star; ? = inconclusive; & = joins results of further samples; [ ] = remark or other dose. Potency is read from the fitted curve at half-maximal effect. Not all compounds are listed. The share of hits here may be higher or lower than overall.

compound	KDM5B inhibitor
COc1ccc(S(=O)(=O)NCc2ccc3c(c2)CCN3C(=O)c2ccccc2)cc1OC	-23%
COc1ccccc1CNc1ncnc2c1cnn2-c1ccc(C)cc1	?
COc1cc(C2C3CCCCC3(O)CCN2Cc2ccccc2Cl)ccc1O (stereo unspecified)	-8%
CCCCn1c(N)c(N(CC)C(=O)CCNC(=O)NC23CC4CC(CC(C4)C2)C3)c(=O)[nH]c1=O	-4%
CN(Cc1ccc(-c2ccccc2)cc1)S(C)(=O)=O	10%[86.2 µM]
CCOc1cc(/C=C2/NC(=O)NC2=O)cc(Cl)c1OCc1ccc(F)cc1	25%
COc1ccc(CNC(=O)CSc2nc3cccnc3s2)cc1	16%
COCCNC(=O)C[C@@H]1C[C@H]2O[C@H](CNC(=O)Nc3ccc(F)cc3)[C@@H](O)[C@H]2O1	-8%[86.2 µM]
COC1CCCN(c2cc(-c3cccc(C(F)(F)F)c3)nc3c(C)noc23)C1 (stereo unspecified)	-23%[86.2 µM]
CCOC1OC(=O)C(Cl)=C1Nc1ccc(C)c(C)c1 (stereo unspecified)	-9%
CCCCC(O)(CCCC)C(=O)N/N=C(\C)c1ccc(Cl)cc1	6%
Cc1c(Cl)cccc1NC(=O)Cn1c(C)cc2nc3n(c(=O)c21)CCCCC3	-6%

Two compounds drawn at random from those above, as already listed:
compound	KDM5B inhibitor
CN(Cc1ccc(-c2ccccc2)cc1)S(C)(=O)=O	10%[86.2 µM]
CCCCC(O)(CCCC)C(=O)N/N=C(\C)c1ccc(Cl)cc1	6%

Continuation:
compound	KDM5B inhibitor
O=C(Cc1ccc(F)cc1)N1CCC(c2nn(-c3ccc(Cl)cc3)c(=O)[nH]2)CC1	3%
CCN(CC)c1ccc(NC(=O)c2nccnc2N)cc1	4%
O=C1CCN(C(=O)COc2ccc(F)cc2)CCCCCCN1	5%
CCn1cc(C(=O)OCC(=O)Nc2cc(Cl)ccc2OC)c(=O)c2ccc(C)nc21	-15%
Cc1ccc(N2CCN(C(=O)c3noc4c3CCc3sccc3-4)CC2)c(C)c1	1%
O=C(Nc1ccccc1Cl)c1cnc(-c2ccccc2)nc1-c1ccncc1	17%
COc1ccc2c(ccn2CC(=O)Nc2ccc3c(c2)OCO3)c1	13%
COc1cc(C)ccc1OCC(=O)c1ccc2c(c1)N(CC(=O)N1CCCC1)C(=O)CO2	3%
Cc1cc(C(F)(F)F)n(CC(C)Cn2cc(-c3cncnc3)nn2)n1 (stereo unspecified)	-3%
C#CCN(CC(=O)NC(=O)NCC)C1CCCCC1	-19%
C#CCNC(=O)c1nc(-c2ccccc2OC)c2cnccn12	89µM*
CC(=O)N1CCCc2cc(S(=O)(=O)N3CCCC(C(=O)Nc4cccc(Cl)c4C)C3)ccc21 (stereo unspecified)	14%
Cc1cc(C(=O)N2CCC(Cc3ccc(C(N)=O)cc3)CC2)n(C)n1	18%
COCC(=O)N[C@H]1CCN2C(=O)c3ccccc3NC(=O)[C@@H]2C1	18%[86.2 µM]
CC(=O)Nc1ccc(-c2nnn(CC(=O)c3ccc(F)cc3)n2)cc1Cl	6%
O=c1c2nc(OCc3ccc(F)cc3)ccc2ncn1Cc1ccccn1	1%[86.2 µM]
O=C(c1ccc(-n2cccc2)cc1)N1CCN(S(=O)(=O)c2cc(C(F)(F)F)ccc2Cl)CC1	4%
O=C(Nc1cc(F)ccc1F)N1CCC(CCNC(=O)C2(c3ccccc3)CC2)CC1	-3%
CCCCNC(=O)c1nn(-c2ccc(C)cc2)c(=O)n(C)c1=O	-9%
Cc1ccc(CN(C(=O)c2csnn2)C(C(=O)NC2CCCC2)c2ccccn2)cc1 (stereo unspecified)	0%
CC(=O)NCc1ccc(-c2csc(Nc3cc(C)cc(C)c3)n2)o1	-28%
CCOc1ccc(C2c3[nH]c4ccccc4c3CCN2C(=O)Cc2cccc(OCC)c2OCC)cc1 (stereo unspecified)	?
COc1ccccc1CNC(=O)C1CCCN(c2nn3cc(-c4ccc(C)cc4)nc3s2)C1 (stereo unspecified)	11%
CC(C)c1ccc2oc(-c3ccc(Cl)c(NC(=O)c4cccs4)c3)nc2c1	?

Part of the list above in order of formula weight, falling:
compound	KDM5B inhibitor
O=C(c1ccc(-n2cccc2)cc1)N1CCN(S(=O)(=O)c2cc(C(F)(F)F)ccc2Cl)CC1	4%
COc1ccc(S(=O)(=O)NCc2ccc3c(c2)CCN3C(=O)c2ccccc2)cc1OC	-23%
COCCNC(=O)C[C@@H]1C[C@H]2O[C@H](CNC(=O)Nc3ccc(F)cc3)[C@@H](O)[C@H]2O1	-8%[86.2 µM]
Cc1ccc(N2CCN(C(=O)c3noc4c3CCc3sccc3-4)CC2)c(C)c1	1%
O=C(Nc1ccccc1Cl)c1cnc(-c2ccccc2)nc1-c1ccncc1	17%
CCN(CC)c1ccc(NC(=O)c2nccnc2N)cc1	4%

Other records follow.
compound	KDM5B inhibitor
O=C(Nc1ccc(F)cc1)N[C@H]1[C@H](O)[C@@H](N2CCCC2)[C@@H]2OC[C@H]1O2	-12%[86.2 µM]
COC[C@H]1CCCN1C(=O)[C@@H](C)C1CC[C@@]2(C)CC[C@H](NC(=O)CC(C)(C)C)[C@@H](C)[C@@H]2[C@H]1O (stereo partly specified)	-16%
CC(C)n1nc(C(=O)OC/C(O)=C(\C#N)c2nc3ccccc3[nH]2)c2ccccc2c1=O	6%
COc1ccc(C2Cn3nnc(-c4noc(-c5cccs5)n4)c3CO2)cc1 (stereo unspecified)	-11%
CC(Oc1ccc(Cl)cc1Cl)C(=O)Nc1ccc2oc(=O)ccc2c1 (stereo unspecified)	?
COc1ccc(-c2cc(N3CCCN(C(=O)c4ccc(C)s4)CC3)n[nH]2)cc1	?
COc1cc2c(cc1CNC(=O)[C@H]1CCC[C@@H](O)C1)OCCO2	7%
O=C(CN1CCN(Cc2ccccc2Cl)C1=O)NCc1ccccc1Cl	4%
Cc1cc(C)c2c(=O)c3c(oc2c1)C(=O)N(CCCOC(C)C)C3c1ccccc1F (stereo unspecified)	-16%
COCCNc1ncccc1-c1noc([C@@H]2CCCN2Cc2ccccc2OC)n1	?
Cc1nc(CCNC(=O)Nc2cccc(F)c2C)no1	-10%
COC(=O)c1ccc(C(=O)N(CCN(C)C)c2nc3c(Cl)cccc3s2)cc1	?
FC(F)(F)c1cccc(N2NC3(CCCCC3)NC2=S)c1	?
Cc1ccc(Cl)cc1NC(=O)C(C)Oc1cccc(Cl)c1 (stereo unspecified)	13%
c1cc(CN(CCN2CCCCC2)CC2CCCN(C3CCCC3)C2)c2nonc2c1 (stereo unspecified)	-8%
CCOC(=O)C1=C(COC(=O)c2ccc3ccccc3c2O)NC(=O)NC1C (stereo unspecified)	?
COc1cccc(CC(=O)NC2CCN(c3cc(-c4ccc(Cl)cc4)[nH]n3)CC2)c1	?
CCOC(=O)C1=C(C)NC(=S)NC1c1ccc(OCC(=O)N2CCCCC2)cc1 (stereo unspecified)	-2%
CN1CCCC12Cc1ccccc1CN([S+](C)(=O)[O-])C2 (stereo unspecified)	6%[149 µM]
CC(CCc1ccccc1)NC(=O)c1ccc2nccn2c1 (stereo unspecified)	35µM*
CC(C)[C@H]1CN(c2cnccn2)C[C@@H]1NC(=O)C1(C#N)CCOCC1	?
Nc1ccccc1C(=O)NCc1cccnc1	?
COc1ccc(NC(=O)c2ccccc2NC(=O)c2ccccc2C(=O)O)c(OC)c1	-15%
COc1ccc(OCCN2C(=O)c3ccccc3C2=O)c([N+](=O)[O-])c1	-7%
COC(=O)c1cc(S(=O)(=O)Nc2ccc(F)cc2C)c[nH]1	12%
COc1ccc(S(=O)(=O)Oc2ccc3c(c2)O/C(=C\c2ccccc2OC)C3=O)cc1	2%
COc1ccc(NC(=O)CCCC2CCCCC2)c(OC)c1	-5%
COC(=O)CN1CCN(c2nc3c(c(=O)[nH]c(=O)n3C)n2CCC(C)C)CC1	1%
COc1ccc(-c2cc(N3CCCN(C(=O)c4ccc(OC)cc4OC)CC3)n[nH]2)cc1	-21%
CCCCN(CC)C(=O)c1c[nH]c2ccc(S(=O)(=O)Nc3cccc(OC)c3)cc2c1=O	?
Cc1noc2c(NCc3cccnc3)cc(-c3cccc(C(F)(F)F)c3)nc12	-6%[86.2 µM]
CCN(C(=O)C1CCN(c2oc(-c3ccco3)nc2C#N)CC1)c1ccccc1	?
COc1cc(NC(=O)c2cc3c(=O)[nH]c(C)cn3n2)cc(OC)c1OC	-24%
CCOc1ccc(Nc2c(S(=O)(=O)c3ccc(C)cc3)cnc3ccccc23)cc1	?
Cc1c(C(=O)N2CCCC2)oc2c1-c1nn(CC(=O)NCCCOC(C)C)cc1CC2	?
Cc1ccc(NC(=O)Cn2cccc2-c2nc(-c3ccc4c(c3)OCO4)no2)c(Cl)c1	-26%
CSc1nc2c(c(=O)[nH]1)C(C(=O)Nc1cc(F)cc(F)c1)CC(=O)N2 (stereo unspecified)	11%
O=C(CSCC1CC1)N1CCC2(CCC(=O)N(CCCn3ccnc3)C2)CC1	-26%
O=C(O)C[C@@H]1CCN(C(=O)C2CC2)C[C@@H]1CCN1CCN(c2ccccn2)CC1	?
O=C1CCN(C(=O)[C@@H](Cc2ccccc2)NC(=O)NCCc2ccccc2)CCOCCN1	-18%
COc1ccccc1CNC(=O)COC(=O)C1CC1	28%
CCOCCCNC(=O)C1(O)c2ccccc2NC(=O)N1c1ccc(C)c(C)c1 (stereo unspecified)	6%
Cc1cc(C)cc(C(=O)N2[C@@H]3CC[C@H]2CC(NC(=O)c2cnc(C)cn2)C3)c1 (stereo partly specified)	22%
O=C(CN1C(=O)C2C3CCC(C3)C2C1=O)OCC(=O)c1ccccc1 (stereo unspecified)	23%
Cc1nn(-c2ccccc2)c2c1cc1c(=O)[nH]c(=O)nc-1n2-c1cccc(Cl)c1	?
CCOC(=O)c1c(NC(=O)COc2ccc(OC)cc2)sc(C)c1Cc1ccc2c(c1)OCO2	13%
Fc1ccc(-c2noc(-c3nc(-c4ccncc4)no3)n2)cc1F	27%
O=C(NCCCSc1ccc(F)cc1)C1CCN(C(=O)c2cccs2)CC1	19%
Cc1c(C)c2ccc(OCc3nn[nH]n3)c(C)c2oc1=O	?
OCC1CN(Cc2cc(Br)ccc2F)CC12CCNCC2 (stereo unspecified)	-14%
Cc1noc(C)c1[S+](=O)([O-])N1CCc2nc(C3CC3)nc(-c3ccc(Cl)cc3)c2CC1	-19%
Cc1cc(C)c2c(C(=O)N(C)Cc3nc(C)no3)cc(C)nc2c1	?
CCOc1ccc(CN2CCc3nc(N4CCN(C)CC4)[nH]c(=O)c3CC2)cc1	-10%
Cc1cc(F)ccc1S(=O)(=O)N1CCCOC1CNC(=O)C(=O)NC1CCCC1 (stereo unspecified)	23%
COCCCNC(=O)CSC1=Nc2ccccc2C2=NC(CCC(=O)NCc3ccccc3OC)C(=O)N12 (stereo unspecified)	?
C=C(C)c1cccc(C(C)(C)NC(=O)N(C)CCC#N)c1	20%
CCOC(=O)c1c(NC(=O)CSc2nc(-c3ccccc3)cc(C(F)(F)F)n2)sc(C)c1C	?
Cc1cccc(-c2nc3ccccc3c(C)c2C#N)c1	-10%
COCCN1C(=O)C(=O)/C(=C(/O)c2ccc(C)cc2)C1c1ccc(Cl)c(Cl)c1 (stereo unspecified)	5%
CCc1ccc(NC(=O)CSc2nc3ncccc3[nH]2)cc1	-16%&-17%

More entries:
compound	KDM5B inhibitor
CC(NC(=O)C1CCC1)C1CCCO1 (stereo unspecified)	10%
Oc1ccc(-c2nc3cc(C(F)(F)F)ccc3s2)cc1	?
COc1ccc(NC(=O)CSc2nnc(N)s2)cc1	0%
CCC(=O)N1N=C(c2ccccc2NS(=O)(=O)c2ccccc2)CC1c1ccccc1 (stereo unspecified)	-11%
Cc1cnn(CCC(=O)N[C@@H]2CN(Cc3ccccc3)C[C@H]2CN(C)C)c1	-28%
CCc1nc2c(c(-c3ccc(Cl)cc3)n1)CN(C(=O)CCl)CC2	-28%
COc1cc(OC)cc(-c2cc3nc(C)c(CCC(=O)Nc4ccc(C(C)=O)cc4)c(C)n3n2)c1	-7%
COc1ccc(-c2noc(CC3CCN(C(=O)Cc4ccccc4)CC3)n2)cc1	18%
C/C(=N/NC(=S)NC(C)C)c1ccccn1	?
O=C(NC1CCCC1)c1ccc(OC2CCN(CCCC(F)(F)F)CC2)c(Cl)c1	48%
COc1ccc(CNC(=O)c2ccc3c(c2)N(C)C2CCCN2C3=O)c(OC)c1 (stereo unspecified)	?
COC1CCOC2(CCN(C(=O)Cc3c(C)noc3C)CC2)C1 (stereo unspecified)	0%
O=C(CCC1N=C2c3ccccc3N=C(SCC(=O)Nc3ccccc3F)N2C1=O)NCc1ccccc1 (stereo unspecified)	6%
Cn1nccc1C(=O)N1CCOc2ccc(CN3CCc4ccccc4C3)cc2C1	-32%
CCC(C)NC(=O)C1CC(c2ccc(F)c(C)c2)CN(C(=O)c2ccccc2)C1 (stereo unspecified)	31%
CC(C)n1nc(C(=O)NCC2CCOC2)c2ccccc2c1=O (stereo unspecified)	12%
COc1ccc(OC)c(CN2CCC(Cc3ccccc3)CC2)c1	-18%
CN(C)CCNC(=O)c1ccc(Cn2c(=O)c3cccn3c3cccnc32)cc1	?
COC(CNc1nc2c(c(=O)n(C)c(=O)n2C)n1Cc1ccccc1Cl)OC	10%
CC(C)(C)C(=O)/C=C/c1ccc([N+](=O)[O-])cc1	-3%

Screens (PubChem BioAssay)
